# High-throughput results deposited in PubChem BioAssay by University of Kansas High Throughput Screening Laboratory.
# Pf apPOL inh: Pf-apPOL DNA polymerase inhibition | inhibition, % at 10 µM | actives 0.25% (n = 210,000) | Recombinant Pf-apPOL, molecular beacon fluorescence, 1.5 h | AID 1794808
# mHTT CaM bind: inhibitors of human mutant huntingtin-calmodulin interaction. P42858. AlphaScreen His-mHTT/GST-CaM binding, luminescence. inhibition, % at 15 µM. actives 3.6% (n = 190,000). AID 1671202;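 also: 0% = both proteins with DMSO and 100% = one protein alone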
# * marks the source's active call; other numbers are inactive results; i = inactive; / = not tested or not shown; & = joins results of further samples. Rule as the data show it: active = inhibition above about 50%; inactive = the rest.
SMILES,Pf apPOL inh,mHTT CaM bind
OC1(C#CCOc2ccccc2)CCCCC1,-6,-5
CSc1nc(-c2ccccc2)nc(N2CCN(C)CC2)c1C(C)=O,3,43
COc1ccc(S(=O)(=O)N2CCN(Cc3ccncc3)CC2)cc1,-5,0
C=CCN1C(=O)C(O)(CC(=O)c2cccc(Br)c2)c2ccccc21 (stereo unspecified),5,24
CCOC(=O)c1c(-c2ccccc2)oc2c1cc(OC(=O)c1ccc(OC)cc1)c1ccccc12,-3,-3
COc1cccc(N2CCN(C(=O)C3CCCN(c4cn[nH]c(=O)c4)C3)CC2)c1 (stereo unspecified),-5,4
Cc1cn2c3c(=O)[nH]c(=O)n(C)c3nc2n1C(C(=O)O)C(C)C (stereo unspecified),-3,10
Cc1ccccc1OCC(=O)Nc1cccn2ncnc12,4,-14
O=C(NCc1csc(C2CCN(C(=O)Cc3ccccc3F)CC2)n1)C1CCC1,-4,4
CCOC(=O)c1cc(-c2nc(-c3ccccc3)cs2)c(C)nc1C(F)(F)F,-2,/
Cc1ccc(CC(=O)N2CCN(C(=O)c3nnn4c3COC(c3ccccc3)C4)CC2)cc1 (stereo unspecified),-4,3
C/C=C/CSC1=C(C#N)C(c2ccccc2Cl)C(C(C)=O)=C(C)N1 (stereo unspecified),-3,-47
Cc1ccc(-n2ncc3c(NCc4ccccc4)ncnc32)c(C)c1,-4,9
CCN(CC)C(=O)C1CCCN(c2ccc([N+](=O)[O-])cc2S(=O)(=O)N2CCOCC2)C1 (stereo unspecified),-12,10
COc1ncccc1CN(C)C(=O)c1ccc(Br)o1,-4,-3
COc1ccccc1OCCNC(=O)C1CCN(c2nnc3ccccn23)CC1,-8,5
COC(=O)c1ccc2c(=O)n(-c3cc(F)cc(F)c3)c(N3CCSC3)nc2c1,1,-12
CC(C)c1noc(-c2cccnc2N2CCCN(C(=O)Cc3cccc(F)c3)CC2)n1,-2,2
COc1ccc(OC)c(N=Cc2c(O)c(OC)cc(Br)c2Br)c1,-3,13
COc1ccc(CCC(C)NCc2ccccc2OC)cc1 (stereo unspecified),-2,-10
CCCCc1ccc(NC(=O)C(=O)NCCN2CCOCC2)cc1,-8,0
Brc1ccc(C2CCn3nnnc3N2)cc1 (stereo unspecified),-7,4
O=C(Nc1ccc2oc(-c3cccnc3)nc2c1)c1cccnc1Cl,1,1
Cc1ccc(SCCc2ccccn2)cc1,3,-15
O=C(NC1CCCC1)c1c(F)c(F)c(F)c(F)c1F,6,-7
COc1cccc(-c2nc(C3CCN(C(=O)Cc4c[nH]c5ccccc45)CC3)no2)c1,-3,65*
O=C(NCc1ccco1)C(=O)Nc1ccc(Cl)c(C(F)(F)F)c1,0,0
COc1ccc2c(=O)c3c(oc2c1)C(=O)N(CCN(C)C)C3c1ccc(C(C)(C)C)cc1 (stereo unspecified),-8,42
CC(C(=O)NCc1ccco1)C1CCN(S(=O)(=O)c2ccc(Cl)s2)CC1 (stereo unspecified),2,5
Cc1ccc(CCNC(=O)C2CC(=O)N(c3ccc(F)c(Cl)c3)C2)cc1 (stereo unspecified),2,-5
CC1=C(C(=O)Nc2ccc(Cl)cc2)C(c2ccccc2Cl)C(C#N)=C(SCC(N)=O)N1 (stereo unspecified),1,46
O=C(Nc1ccc(OC(F)(F)F)cc1)c1cn(Cc2ccccc2)cc2c(=O)[nH]nc1-2,-9,-14
O=C(c1cccc(F)c1)N1CC(C(=O)N2CCSCC2)CC(c2ccccc2)C1 (stereo unspecified),-2,21
NC(=O)Cn1cc(/C=C2\C(=O)NC(=O)N(C3CCCCC3)C2=O)c2ccccc21,-3,3
COCCCNC(=O)c1ccc(CS(=O)(=O)Cc2ccccc2C)o1,-11,-2
O=C(Cc1ccccc1)Nc1ccc(Cl)c(-c2nc3ccccc3o2)c1,-6,18
Cc1ccc2c(c1)=C(c1sc(N3CCOCC3)nc1O)C(=O)N=2,1,0
O=C(Cn1c(N2CCCCC2)nc2ccccc2c1=O)NCc1ccc(Cl)cc1,-5,2
Cc1ncnc2c1CCC(=O)N2CCCOC1CCN(C)CC1,3,-9
CC(C)(C)NC(=O)C1CC(c2ccccc2F)=NO1 (stereo unspecified),-2,-10
O=C(NCCCn1nc(-c2ccc(F)cc2)ccc1=O)Nc1cc(Cl)ccc1Cl,0,-2
Cc1c(Cl)cccc1NS(=O)(=O)c1cn(C)c(=O)n(C)c1=O,-5,-11
C1=CC2C(C1)C1CC2C2C1N=NN2c1ccccc1 (stereo unspecified),-1,-6
N#Cc1c(N)n[nH]c1-c1ccc(Cl)cc1,-6,/
Clc1cccc2nnc(-c3cccc(I)c3)n12,-3,-4
CN1CCN(S(=O)(=O)c2ccc(C(=O)NCc3ccccc3Cl)o2)CC1,-5,-11
CC1(C)OC(=O)C(=CNc2ccccc2O)C(=O)O1,4,1
COc1nn(C)cc1C(=O)Nc1ccc(-c2cn3ccsc3n2)cc1,3,-4
Cc1cc(OCC(=O)O/N=C(\N)c2ccncc2)cc(C)c1Cl,-5,i
CN1C(CC(=O)c2ccccc2)CCCC1CC(O)c1ccccc1 (stereo unspecified),-2,/
CC(=O)c1sc(-c2ccc(Cl)cc2)cc1NC(=O)C(Cl)Cl,5,/
COC(=O)Cn1c(=O)c2c(nc3n(-c4cc(Cl)ccc4OC)c(C)cn23)n(C)c1=O,-2,-12
CCCC1CCC2(CC1)CC[C@@H]2OC(=S)NCc1cccc(F)c1 (stereo partly specified),-1,-19
CC(=O)c1ccc(NC(=O)C2CC(=O)N(c3ccccc3)C2)cc1 (stereo unspecified),5,-2
Cc1ccc(CNC(=O)C2(C)CCCN(C(=O)c3ccccc3F)C2)cc1 (stereo unspecified),-2,-7
CC(C)(C)C(O)CCNC(=O)C(=O)NCC1CCCO1 (stereo unspecified),-5,-5
O=C(c1cccc(Cl)c1)N1CCC(c2ccn3ncc(C(=O)N4CCCC4)c3c2)CC1,-11,10
C=C1CCN([C@@H](CC(C)C)C(=O)NCCCc2ccccc2)S(=O)(=O)c2ccccc21,-1,65*
COc1ccc(-c2cnn(-c3ccccc3)c2N)cc1OC,-10,1
CC(c1ccccc1)C1CC(=O)N(c2ccc(I)cc2)C1=O (stereo unspecified),2,-17

# Compound profiles, as listed above. Order of screens: Pf apPOL inh, mHTT CaM bind
# Cc1ccc(CNC(=O)C2(C)CCCN(C(=O)c3ccccc3F)C2)cc1 (stereo unspecified) across the screens: -2, -7
# CCCC1CCC2(CC1)CC[C@@H]2OC(=S)NCc1cccc(F)c1 (stereo partly specified) across the screens: -1, -19
# CC1(C)OC(=O)C(=CNc2ccccc2O)C(=O)O1 across the screens: 4, 1
# CC(C)(C)C(O)CCNC(=O)C(=O)NCC1CCCO1 (stereo unspecified) across the screens: -5, -5
# O=C(c1cccc(Cl)c1)N1CCC(c2ccn3ncc(C(=O)N4CCCC4)c3c2)CC1 across the screens: -11, 10

# Other entries.
SMILES,Pf apPOL inh,mHTT CaM bind
Cn1c(SCC(=O)Nc2ccc(F)cc2)nnc1-c1ccc(C(C)(C)C)cc1,-3,2
NS(=O)(=O)c1ccc(F)cc1Cl,2&6,/
COc1ccc2c(c1)-c1onc(C(=O)N3CCCCC3C)c1CC2 (stereo unspecified),-5,-8
CC(=O)Nc1ccc(S(=O)(=O)N2CCC(CN3CCCCCC3)CC2)cc1,-2,2
CC(C)Oc1ccc(CNC(=O)C2CCN(c3ccncc3)CC2)cc1,-4,-2
CC(C)C1N=C(c2ccc3c(c2)OCO3)CC(c2cc(Cl)ccc2O)N1 (stereo unspecified),-1,67*
COc1ccc(CNC(=O)CSc2nnc(-c3ccc([N+](=O)[O-])cc3)n2C)cc1,-1,-4
O=C1c2cccc([N+](=O)[O-])c2C(=O)N1C1C(=O)N(c2ccc(Cl)cc2)C1c1ccc(F)cc1 (stereo unspecified),-4,27
CC(C)NC(=O)Nc1ccccc1NC(=O)c1cccc(Cl)c1,-4,-13
O=C1OC(c2ccc3c(c2)OCO3)=N/C1=C\c1ccccc1,-1,0
Cc1ccc(C(=O)N2CCC3(C2)Nc2cccnc2NC3=NCc2ccccc2)s1 (stereo unspecified),-6,23
COc1ccc(Cl)cc1NC(=O)N1CCc2c(c(COc3cccc(F)c3)nn2C)C1,0,34
CCOC(=O)N1CCC(NC(=O)C2CCN(c3cc(=O)n(C)c(=O)n3CC)CC2)CC1,-4,46
COC(=O)c1nc2n(n1)C(c1ccccc1C)C1=C(CCCC1=O)N2 (stereo unspecified),-5,-7
CCOc1ccc(-n2nc(C(=O)Nc3ccc(Cl)cn3)c3ccccc3c2=O)cc1,-6,0
CN(CC(=O)N1N=C(c2cccs2)CC1c1ccccc1Cl)C(=O)C1CC1 (stereo unspecified),-4,0
COc1cc(NC(=O)c2cccs2)ccc1NC(=O)c1cc2ccccc2o1,-10,-2
CCc1[nH]nc(-c2cccc(OC)c2)c1NC(=O)C1CCCC1,3,18
COc1cccc(CNC(=O)c2cc3c(s2)CCN(C(=O)c2ccccc2)C3)c1,-6,6
COc1ccc(NC(=O)Nc2ccc(F)c(Cl)c2)cc1,-2,-6
COc1ccc(C(=O)NC(Nc2cccc(C(F)(F)F)c2)C(Cl)(Cl)Cl)cc1 (stereo unspecified),-1,6
Cc1cc(NCCN2CCCCCC2)n2c(nc3ccccc32)c1C#N,-2,7
COc1cc(C=O)ccc1OCCOc1cccc(C)c1C,-6,-10
O=C(CN1C(=O)c2cccc([N+](=O)[O-])c2C1=O)Nc1ncc([N+](=O)[O-])s1,-2,5
Cc1cc2nc(-c3ccc(C)c(NC(=O)C(C)C)c3)oc2cc1C,0,-2
O=C(Nc1ccc(Cl)cc1-c1nc2ccccc2[nH]c1=O)c1ccccc1F,-8,-9
O=C(NCc1ccc(Cl)cc1)c1cc2nc3c(c(C(F)(F)F)n2n1)CCc1ccccc1-3,-7,-3
Cc1c(C(=O)Sc2ccc(F)cc2F)sc2nc(C(F)(F)F)nn12,-2,/
COCCN=C1Nc2ncccc2NC12CCN(C(=O)c1ccccc1Cl)CC2,-5,2
CCN1C(=O)CCc2cc(NS(=O)(=O)c3ccccc3C(F)(F)F)ccc21,-5,-6

# Five of the compounds above, with two lines to a compound:
# Every second line gives: Pf apPOL inh | mHTT CaM bind
- N#Cc1c(N)n[nH]c1-c1ccc(Cl)cc1
→ -6 | /
- Clc1cccc2nnc(-c3cccc(I)c3)n12
→ -3 | -4
- CN1CCN(S(=O)(=O)c2ccc(C(=O)NCc3ccccc3Cl)o2)CC1
→ -5 | -11
- CC1(C)OC(=O)C(=CNc2ccccc2O)C(=O)O1
→ 4 | 1
- COc1nn(C)cc1C(=O)Nc1ccc(-c2cn3ccsc3n2)cc1
→ 3 | -4

# Quoted from the listing:
# O=C(NCc1ccc(Cl)cc1)c1cc2nc3c(c(C(F)(F)F)n2n1)CCc1ccccc1-3 @ Pf apPOL inh = -7
# COc1cc(C=O)ccc1OCCOc1cccc(C)c1C @ mHTT CaM bind = -10

# Exported as labelled records: part of the list above
COc1cc(C=O)ccc1OCCOc1cccc(C)c1C
  Pf apPOL inh: -6 | mHTT CaM bind: -10
O=C(CN1C(=O)c2cccc([N+](=O)[O-])c2C1=O)Nc1ncc([N+](=O)[O-])s1
  Pf apPOL inh: -2 | mHTT CaM bind: 5
Cc1cc2nc(-c3ccc(C)c(NC(=O)C(C)C)c3)oc2cc1C
  Pf apPOL inh: 0 | mHTT CaM bind: -2
O=C(Nc1ccc(Cl)cc1-c1nc2ccccc2[nH]c1=O)c1ccccc1F
  Pf apPOL inh: -8 | mHTT CaM bind: -9

# Rows are unselected; any-hit rate near 3.5%.
